CD40 NFkB inh: CD40 pathway inhibition in BL2 cells | BL2 NF-kB luciferase reporter, CD40L-induced, 4 h | inhibition, % at 10 µM | 83,000 compounds, 0.94% hits | AID 1053188;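 active means mean inhibition of at least 50% with a set share of replicates also reaching that level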;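 further: 0% = neutral control wells and 100% = IKK inhibitor VII at 50 µM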
Starred values were filed as active, the others as inactive; & = joins results of further samples; [ ] = dose if it differs, or a comment. Not all compounds are listed. The share of hits here may be higher or lower than overall.

For O=C1C(Cl)=C(NCCCN2CCOCC2)C(=O)c2ccccc21 the results were CD40 NFkB inh -23.8.
`CCCNC(=O)C1(C)CCCN(Cc2ccc(C(=O)OCC)o2)C1` (stereo not drawn) gave CD40 NFkB inh 4.7.
CCN(Cc1cc2ccccc2[nH]c1=O)C(=O)C(C)C was read as CD40 NFkB inh 10.5.
CC(NC(=O)COC(=O)c1cc([N+](=O)[O-])ccc1N1CCOCC1)c1ccc(F)cc1 (stereo not drawn) was read as CD40 NFkB inh 1.1.
`O=[N+]([O-])c1cnc2ccccc2c1` gave CD40 NFkB inh 2.2.
`C[C@@H]1CN([C@@H](C)CO)C(=O)c2cc(NS(=O)(=O)c3ccc(Cl)cc3)ccc2O[C@@H](C)CCCCO[C@H]1CN(C)S(=O)(=O)c1ccc(F)cc1` gave CD40 NFkB inh -10.0.
For COc1ccc(CN2CCNC(=O)C2CC(=O)NCc2ccc(C)s2)c(OC)c1 (stereo not drawn) the results were CD40 NFkB inh 4.0.
Screening COc1ccccc1NC(=O)N1CCC(c2nc3ccccc3o2)CC1 returned CD40 NFkB inh 11.9.
For Nn1c(SCc2ccccc2)nnc1-c1ccccn1 the results were CD40 NFkB inh -55.4.
CC(C)NC(=O)c1ccc(CONC(=O)OCc2ccccc2)cc1 was read as CD40 NFkB inh 5.9.
Screening COc1ccc(-c2ccc3c(c2)[C@@H]2[C@@H](CCN2S(=O)(=O)c2ccc(OC)cc2)[C@H](CO)N3C)cc1 returned CD40 NFkB inh 12.6[25 µM].
For Cc1c(C(=O)OC(C)C(=O)N(C)Cc2ccccc2)oc2ccccc12 (stereo not drawn) the results were CD40 NFkB inh 3.1.
Screening COc1nc(-c2cnccn2)sc1C returned CD40 NFkB inh 6.6.
CCCCC(=O)OCC(=O)Nc1ccc(OC(F)F)cc1 was read as CD40 NFkB inh 6.0.
O=C(C1CCC1)N1CCCCN2[C@H](C1)[C@H](c1ccc(-c3ccncc3)cc1)[C@@H]2CO was read as CD40 NFkB inh -16.9[25 µM].
For O=C(COC(=O)c1cccs1)Nc1ccc(Cl)cn1 the results were CD40 NFkB inh -33.8.
Screening COc1ccc(-c2cncnc2N)cc1OC returned CD40 NFkB inh 3.5.
Screening C[C@@H]1CN([C@H](C)CO)C(=O)CCCn2cc(nn2)CO[C@H]1CN(C)C(=O)Nc1ccc(N2CCCCC2)cc1 returned CD40 NFkB inh 6.5[25 µM].
Screening O=C(c1ccncc1)N1CCN(C2CCC(c3ccccc3)CC2)CC1 (stereo not drawn) returned CD40 NFkB inh -2.4.
For CCCN(C(=O)COC(=O)COc1c(C)cccc1C)c1c(N)n(Cc2ccccc2)c(=O)[nH]c1=O the results were CD40 NFkB inh 18.9.
For CN(C)C(=O)c1ccc(NC(=O)COc2cccc(Oc3ccccc3)c2)cc1 the results were CD40 NFkB inh -0.5.
`O=C(CCCCn1ccc(=O)[nH]c1=O)Nc1ccc(C(=O)O)c(O)c1` gave CD40 NFkB inh 2.5.
CC(C)(C)[S@@](=O)N1Cc2cc(C(=O)NCc3ccncc3)nc(-c3cccc(-c4cccc(C#N)c4)c3)c2[C@H]1CCO was read as CD40 NFkB inh -1.7.
Screening COCCN1CCN(Cc2cn(C)nc2-c2ccc(Oc3ccccc3)cc2)CC1 returned CD40 NFkB inh 5.4.
`Cc1ccc(OCC(=O)Nc2ccc(-n3cnnn3)cc2)c(C)c1` gave CD40 NFkB inh 0.1.
Screening O=C(Nc1ccc(C(F)(F)F)cc1)Nc1ccc2c(c1)[C@H]1C[C@H](CC(=O)N3CCc4ccccc4C3)O[C@@H](CO)[C@H]1O2 returned CD40 NFkB inh 5.9[25 µM].
For Cc1cc(NC(=O)CSc2nnc(-c3ccncc3)n2-c2ccccc2)no1 the results were CD40 NFkB inh 10.8.
Screening Cc1ccc(NC(=O)CNC(=O)c2ccc(Oc3ccccc3)cc2)nc1 returned CD40 NFkB inh -20.4.
C[C@H](NC(=O)[C@@H]1[C@@H](CO)[C@@H]2Cn3c(cccc3=O)[C@@H]2N1Cc1cccnc1)c1ccccc1 was read as CD40 NFkB inh 0.8[25 µM].
`COC(=O)Cc1ccc(NC(=S)Nc2cccc(C)n2)cc1` gave CD40 NFkB inh -38.0.
For CC(C)[C@H]1C(=O)N[C@@H](c2ccc(F)cc2)CC=CC[C@H](C)Oc2ccccc2C(=O)N1C (mixture of isomers) the results were CD40 NFkB inh 20.4[25 µM].
Screening COc1ccccc1OCCNC(=O)C(c1ccccc1)c1ccccc1 returned CD40 NFkB inh 30.6.
Screening Cn1ncc2c(N3CCC(Cc4ccccc4)CC3)ncnc21 returned CD40 NFkB inh 8.0.
`Cc1nc(CC(=O)NNS(=O)(=O)c2ccc(F)c(Cl)c2)cs1` gave CD40 NFkB inh 2.9.
For COc1ccc2c3c(n(C)c2c1)[C@H](CO)N(CC1CCOCC1)CC31CN(Cc2nccs2)C1 the results were CD40 NFkB inh -14.2[25 µM].
For COc1ccccc1OCc1ccc(C(=O)N2CCN(C)CC2)o1 the results were CD40 NFkB inh 1.4.
For CC(=O)Nc1c(C(=O)N2CCCCCC2)cnn1-c1ccccc1 the results were CD40 NFkB inh 11.1.
Screening CC(=O)Nc1ccc(CN2CCCC(CCC(=O)NCc3ccccc3F)C2)cc1 (stereo not drawn) returned CD40 NFkB inh 9.7.
For CCS(=O)(=O)CCSc1nc2c(cc1C#N)CCCC2 the results were CD40 NFkB inh -24.1.
`Nc1c(-c2ccccc2)c(CN2CCOCC2)nn1-c1ccc(F)cc1` gave CD40 NFkB inh 2.6.
For CN(C)CCNC(=O)COc1cccc(Cl)c1 the results were CD40 NFkB inh 9.7.
O=C(Nc1ccccc1)c1ccc(NC(=O)C2CC2)cc1 was read as CD40 NFkB inh -78.4.
For CC(=O)Nc1cccc2ccc(O)cc12 the results were CD40 NFkB inh 5.1.
For CC(=O)NC(CC(=O)NNC(=O)C(C)Oc1ccccc1F)c1ccccc1 (stereo not drawn) the results were CD40 NFkB inh 0.7.
Cc1cccc(C)c1NC(=O)COC(=O)c1ccc([N+](=O)[O-])o1 was read as CD40 NFkB inh 5.4.
O=C(C[C@H]1CC[C@H]2[C@@H](COC[C@H](O)CN2C(=O)Nc2ccc(Cl)cc2)O1)NCC1CCCCC1 was read as CD40 NFkB inh 35.4[25 µM].
`Cc1ccc(S(=O)(=O)N2CCN(C(=O)c3cc(S(=O)(=O)N4CCOCC4)c(Cl)cc3Cl)CC2)cc1` gave CD40 NFkB inh 9.3.
COc1ccc(NC(=O)Cc2ccsc2)cc1S(=O)(=O)N1CCCCC1 was read as CD40 NFkB inh -3.3.
O=S(=O)(Nc1cccc(-c2ccc3nncn3n2)c1)c1cccs1 was read as CD40 NFkB inh -1.4.
For Nc1ccc(-c2nc3ccc(-c4nc5ccc(N)cc5[nH]4)cc3[nH]2)cc1 the results were CD40 NFkB inh -6.9[25 µM].
For Cc1cc(O)ccc1Nc1cc(-c2cccc(N)c2)ncn1 the results were CD40 NFkB inh -31.4.
For CCC(=O)N1[C@H](CN(C(C)C)S(C)(=O)=O)[C@H](c2ccccc2)[C@@H]1CO the results were CD40 NFkB inh 5.4[25 µM].
Screening COc1ccc(C(=Cc2ccccc2)C(=O)O)cc1 returned CD40 NFkB inh -5.4.
`Cc1ccc(S(=O)(=O)N(CC(=O)NCC2CCCO2)c2cccc([N+](=O)[O-])c2)cc1` (stereo not drawn) gave CD40 NFkB inh 16.2.
C[C@H](CO)N1C[C@H](C)[C@@H](CN(C)CC2CCCCC2)OCc2cnnn2CCCC1=O was read as CD40 NFkB inh 10.9[25 µM].
O=C(NCc1ccccc1)C1c2ccccc2Oc2ccccc21 was read as CD40 NFkB inh -20.4.
COc1ccc(S(=O)(=O)NCCC(C)C)cc1OC was read as CD40 NFkB inh 16.7.
CN1C[C@@H]2C[C@@H](c3cccn3-c3nccs3)N3CCC[C@@]23C1=O was read as CD40 NFkB inh 2.0.
`NS(=O)(=O)c1ccc(CCNC(=O)c2ccc(Cl)c(S(=O)(=O)N3CCCCC3)c2)cc1` gave CD40 NFkB inh 2.5.
`COC(=O)C(/C=N/OCc1ccc([N+](=O)[O-])cc1)NC(=O)c1cccc(Cl)c1` (stereo not drawn) gave CD40 NFkB inh 2.5.
`COC(=O)CC(N)c1ccc(OC)c2ccccc12` (stereo not drawn) gave CD40 NFkB inh 5.2.
For O=C(O)C(Cc1c[nH]c2ccccc12)NS(=O)(=O)c1cccc2nsnc12 (stereo not drawn) the results were CD40 NFkB inh 0.3.
For COc1ccc(NC(=O)N2[C@@H]3CNC[C@H]2C3c2ccc(-c3ccc(OC)cc3)cc2)cc1 (stereo partly drawn) the results were CD40 NFkB inh -17.1&-39.2.
`C[C@@H]1CN([C@@H](C)CO)C(=O)c2cc(N(C)C)ccc2O[C@@H](C)CCCCO[C@H]1CN(C)S(=O)(=O)c1ccc(F)cc1` gave CD40 NFkB inh 28.3[25 µM].
Screening Nc1nc2c(nc(SCc3ccccc3Br)n2C2OC(CO)C(O)C2O)c(=O)[nH]1 (stereo not drawn) returned CD40 NFkB inh -11.5.
CCOC(=O)c1c(C)[nH]c(-c2csc(N)n2)c1C was read as CD40 NFkB inh 8.2.
For CCOC(=O)C1(CCc2ccccc2)CCN(C(=O)Cc2nonc2C)CC1 the results were CD40 NFkB inh -67.8.
Screening CCOC(=O)c1c(SCCN2CCCC2)n(-c2ccccc2)c(=S)n(-c2ccccc2)c1=O returned CD40 NFkB inh 51.3*.
For Cc1csc2nc(O)c(C(=O)NCc3ccc4c(c3)OCO4)c(=O)n12 the results were CD40 NFkB inh 0.8.
For CCC(=O)c1ccc(OCC(=O)NC2CCCC2)cc1 the results were CD40 NFkB inh 1.8.
CC1(NC(=O)COc2ccccc2-c2ccccc2)CCS(=O)(=O)C1 (stereo not drawn) was read as CD40 NFkB inh 0.5.
For CN1CCN(S(=O)(=O)c2cnccc2N2CCN(c3cccc(Cl)c3)CC2)CC1 the results were CD40 NFkB inh 9.1.

Compounds shown so far that contain two or more sulfur atoms (nine):
`C[C@@H]1CN([C@@H](C)CO)C(=O)c2cc(NS(=O)(=O)c3ccc(Cl)cc3)ccc2O[C@@H](C)CCCCO[C@H]1CN(C)S(=O)(=O)c1ccc(F)cc1` gave CD40 NFkB inh -10.0.
`Cc1nc(CC(=O)NNS(=O)(=O)c2ccc(F)c(Cl)c2)cs1` gave CD40 NFkB inh 2.9.
For CCS(=O)(=O)CCSc1nc2c(cc1C#N)CCCC2 the results were CD40 NFkB inh -24.1.
`Cc1ccc(S(=O)(=O)N2CCN(C(=O)c3cc(S(=O)(=O)N4CCOCC4)c(Cl)cc3Cl)CC2)cc1` gave CD40 NFkB inh 9.3.
COc1ccc(NC(=O)Cc2ccsc2)cc1S(=O)(=O)N1CCCCC1 was read as CD40 NFkB inh -3.3.
O=S(=O)(Nc1cccc(-c2ccc3nncn3n2)c1)c1cccs1 was read as CD40 NFkB inh -1.4.
`NS(=O)(=O)c1ccc(CCNC(=O)c2ccc(Cl)c(S(=O)(=O)N3CCCCC3)c2)cc1` gave CD40 NFkB inh 2.5.
For O=C(O)C(Cc1c[nH]c2ccccc12)NS(=O)(=O)c1cccc2nsnc12 (stereo not drawn) the results were CD40 NFkB inh 0.3.
Screening CCOC(=O)c1c(SCCN2CCCC2)n(-c2ccccc2)c(=S)n(-c2ccccc2)c1=O returned CD40 NFkB inh 51.3*.

(list continues)
For COc1ccc(-n2c(C)cc(C(=O)CN3CCCCC3)c2C)cc1 the results were CD40 NFkB inh -8.5.
For O=S(=O)(NCCc1ccccn1)c1ccc(-c2ccccn2)s1 the results were CD40 NFkB inh 7.5.
For Cc1cnc(C(=O)OCC(=O)NCCCc2ccccc2)cn1 the results were CD40 NFkB inh 11.5.
Cc1ccc(S(=O)(=O)Nc2ccc3c(c2)C(=O)N([C@@H](C)CO)C[C@@H](C)[C@H](CN(C)S(=O)(=O)c2cccs2)OCCCC[C@H](C)O3)cc1 was read as CD40 NFkB inh 2.5[25 µM].
Screening COc1ccc(C(=O)N2CC(=O)Nc3ccccc32)cc1S(=O)(=O)N1CCOCC1 returned CD40 NFkB inh 10.2.
COc1ccc2c3c([nH]c2c1)[C@@H](CO)N(S(=O)(=O)c1ccc(C)cc1)CC31CCN(C(=O)Cc2cccnc2)CC1 was read as CD40 NFkB inh 4.8[25 µM].
N#C[C@@H]1[C@H](c2ccc(C3=CCCC3)cc2)[C@H](CO)N1C(=O)NC1CCCCC1 was read as CD40 NFkB inh 43.0[25 µM].
`O=C(C1CCN(S(=O)(=O)c2cccnc2)CC1)N1CCN(c2cccc(Cl)c2)CC1` gave CD40 NFkB inh 4.0.
Screening CCOC(=O)c1nc2ccccc2nc1C returned CD40 NFkB inh 20.7.
For Cc1c(O)ccc2c(=O)c(-c3nncn3-c3ccccc3)coc12 the results were CD40 NFkB inh 27.4.
For O=C(c1cccc(S(=O)(=O)NCc2ccccc2)c1)N1CCCC1 the results were CD40 NFkB inh 7.2.
Screening COc1ccc(NC(=O)c2ccc(NC(=O)c3nc4nccc(C)n4n3)cc2)cc1 returned CD40 NFkB inh -26.3.
For CCCOC(=O)NC(CC)COC(=O)Nc1cc(C)ccc1C (stereo not drawn) the results were CD40 NFkB inh -2.0.
For COc1cc(OC)c2c(c1)S(=O)(=O)C(c1ccccc1)=C2N the results were CD40 NFkB inh -1.4.
Screening C[C@@H]1CN([C@@H](C)CO)C(=O)CCCn2cc(nn2)CO[C@H]1CN(C)S(=O)(=O)c1ccc(Oc2ccccc2)cc1 returned CD40 NFkB inh -4.3.
Screening O=C1N[C@H](c2ccccc2)COCc2cn(nn2)CC[C@H]1Cc1cccc(Cl)c1 returned CD40 NFkB inh 4.6[25 µM].
CCC(=O)N1[C@H](CO)[C@H](c2ccc(-c3ccccc3)cc2)[C@@H]1CNC(=O)COC was read as CD40 NFkB inh 0.7.
O=P(COCCOCCOCCOCP(=O)(c1ccccc1)c1ccccc1)(c1ccccc1)c1ccccc1 was read as CD40 NFkB inh -8.2.
Screening O=C(NC1CC(=O)N(c2ccc(Cl)cc2)C1)C1CC1 (stereo not drawn) returned CD40 NFkB inh 15.2.

High-throughput results from PubChem BioAssay.
